Screens: PubChem BioAssay, Broad Institute
RAD54 inh: inhibitors of human RAD54 branch migration, primary screen, biochemical, fluorescence, single point; 0.14% of 360,000 active; RAD54 Holliday junction branch migration, FAM/BHQ fluorescence; inhibition, % at 10.4 µM; DNA repair and recombination protein RAD54-like (Homo sapiens), Q92698;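 active = mean normalized replicate activity at least 40 and at least half of replicates scoring 40 or more; inconclusive = only one of the two criteria met; inactive = mean below 40 and under half of replicates reaching 40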;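 also: 0% = median of neutral control wells and 100% = median of positive control wells; inhibitors cause a drop in the FAM fluorescence signal; in these data hits start at about 50%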
S100A4 inh HTS: inhibitors of S100A4-myosin IIA peptide binding, primary screen, biochemical, fluorescence polarization, TAMRA-MyoIIA peptide | Protein S100-A4 (Homo sapiens), P26447 | inhibition, % at 10.7 µM | 0.14% of 360,000 active | AID 652163, 2013;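 active = mean inhibition of at least 70% across replicates, with every replicate also reaching that level; inconclusive = mean inhibition reaches 70% but some replicates fall short; inactive = mean inhibition below 70%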
Target sequence (P26447 whole entry, looked up): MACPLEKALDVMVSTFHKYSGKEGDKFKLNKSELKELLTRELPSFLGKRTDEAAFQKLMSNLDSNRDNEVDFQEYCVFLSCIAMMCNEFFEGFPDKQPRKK
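Material: human S100A4 monomer with TAMRA-labelled myosin IIA peptide; buffer or medium: HEPES pH 7.2 with CaCl2, KCl, NaCl, DTT, Triton; compound dosing: one concentration per compound; schedule: 5 min incubation before reading; benchmarks: neutral control DMSO, positive control TFP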
E-sel inducer: E-selectin induction in HUVECs, primary screen, imaging, HUVEC, immunofluorescence imaging, single point | P16581 | AID 686992, 2013 | 0.37% of 260,000 active | normalized: neutral wells 0, TNF-alpha wells 100 | activation, % at 7.58 µM;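 active = mean E-selectin-positive cell signal at least 10% of the positive control, reached in at least 60% of replicates, without over 20% cell loss; inconclusive = no rule given, readout overlaps actives, possibly toxicity-flagged; inactive = the rest, including those meeting only one limit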;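 also: in these data hits start at about 27%; measured in HUVEC primary endothelial cells; signal is the percent of cells scored E-selectin positive by PE staining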
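Assay system: HUVEC, human umbilical vein endothelial cells / Amount: 3,000 HUVEC/well / Controls: TNF-alpha positive control, DMSO neutral control / Compound dosing: single concentration / Medium: EGM-2 over gelatin coat / Evaluation: percent E-selectin-positive cells / Signal: immunofluorescence imaging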
esBAF inh: Bmi1 luciferase reporter increase in mESCs, primary screen, esBAF inhibitor project, mouse ES cells, Bmi1 luciferase knock-in, single point; 24 h; 100% = twice the neutral-well signal; reporter increase, % at 12.5 µM; 2% of 350,000 active; in the data active = activation above about 40%; inconclusive = no clear call, values can overlap the other calls;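 also: 0% = median of the plate's neutral control wells and 100% = double that signal; a rise in the Bmi1 reporter signal indicates esBAF inhibition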
ERAP1 HTS inh: human ERAP1 aminopeptidase inhibitors, primary screen, biochemical, single point, plate reader | recombinant ERAP1, Leu-AMC fluorescence, 60 min | 0.15% of 340,000 active | Endoplasmic reticulum aminopeptidase 1 (Homo sapiens), Q9NZ08 | AID 652197, 2013 | inhibition, % at 10.7 µM;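 active = mean replicate inhibition of at least 30%, or all replicates individually reaching that 30% level; inactive = mean below 30% and not every replicate reaching it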;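 also: 0% = neutral control wells and 100% = L-leucinethiol positive control wells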
Target sequence (Q9NZ08 whole entry, looked up): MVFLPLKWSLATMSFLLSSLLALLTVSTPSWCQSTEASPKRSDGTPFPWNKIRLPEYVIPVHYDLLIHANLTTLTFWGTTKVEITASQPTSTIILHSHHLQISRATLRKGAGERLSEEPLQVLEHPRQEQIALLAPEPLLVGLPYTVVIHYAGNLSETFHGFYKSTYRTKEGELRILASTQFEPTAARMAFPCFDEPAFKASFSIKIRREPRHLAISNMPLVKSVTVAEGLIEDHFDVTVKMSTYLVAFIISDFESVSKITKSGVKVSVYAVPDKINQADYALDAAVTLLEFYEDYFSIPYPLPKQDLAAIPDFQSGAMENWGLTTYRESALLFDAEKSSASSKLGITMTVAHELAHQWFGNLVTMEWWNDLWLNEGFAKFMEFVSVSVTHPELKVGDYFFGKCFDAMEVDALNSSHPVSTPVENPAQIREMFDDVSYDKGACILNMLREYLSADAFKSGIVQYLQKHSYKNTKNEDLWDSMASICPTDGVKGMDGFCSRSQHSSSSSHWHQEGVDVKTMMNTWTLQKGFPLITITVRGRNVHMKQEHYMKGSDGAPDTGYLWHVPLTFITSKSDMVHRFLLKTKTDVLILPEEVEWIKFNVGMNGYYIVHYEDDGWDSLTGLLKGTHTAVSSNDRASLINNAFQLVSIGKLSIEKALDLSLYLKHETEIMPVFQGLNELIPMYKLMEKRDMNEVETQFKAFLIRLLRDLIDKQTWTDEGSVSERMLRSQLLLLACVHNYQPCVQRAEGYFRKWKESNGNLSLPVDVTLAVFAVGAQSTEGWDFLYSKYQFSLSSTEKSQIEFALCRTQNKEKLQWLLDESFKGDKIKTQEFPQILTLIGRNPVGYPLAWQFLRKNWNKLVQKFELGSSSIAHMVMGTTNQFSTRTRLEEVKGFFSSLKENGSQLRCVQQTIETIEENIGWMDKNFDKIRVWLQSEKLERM
ERp5 block: inhibitors of ERp5-driven insulin aggregation, primary screen, biochemical, turbidity, absorbance 650 nm, single point; Protein disulfide-isomerase A6 (Homo sapiens), Q15084; 90 min; inhibition, % at 9.99 µM; 0.05% of 350,000 active;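 active = mean replicate inhibition above about 25%, with every replicate also reaching it, limit read from the data, passing the limit was not always enough; inconclusive = only one of those two criteria met; inactive = neither criterion met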
XiGFP reactiv: activators of inactive X chromosome reactivation, primary screen, imaging, XiGFP fibroblasts, GFP high-content imaging, set 2. XiGFP mouse fibroblasts, % GFP-positive cells imaging, 3 d; cells co-treated with 5-aza-dC sensitizer; scaled so ellipticine positive control = 100%. activation, % at 7.58 µM. 0.055% of 360,000 active. AID 743238, 2013;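 active = mean normalized replicate activation at least 10% and every replicate at or above 10%; inconclusive = only one of the two criteria met; inactive = mean below 10% and not all replicates reach 10%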;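 also: 0% = median of on-plate neutral control wells and 100% = ellipticine 6 µM median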
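System: 68-5-11 XiGFP fibroblast line | Buffer or medium: DMEM containing 5-aza-dC | Compound: Single point | Times: Compounds 3 days, fix/stain 15 min at room temperature | Benchmarks: Positive control ellipticine, 6 µM final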
RAD52 inh: RAD52 DNA annealing inhibitors, primary screen, biochemical, FRET, single point, set 2; recombinant RAD52 DNA annealing, FRET fluorescence; AID 651710, 2012; 0.46% of 360,000 active; inhibition, % at 18.7 µM; DNA repair protein RAD52 homolog (Homo sapiens), P43351;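 active = every replicate showing at least 50% inhibition; inconclusive = mean inhibition at least 50% but not in every replicate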
Numbers without * were called inactive; i = inactive; ? = inconclusive; . = not tested or not shown. The order is random; 2.5% or so of the library scored in one or more.

Results follow in this order: RAD54 inh, S100A4 inh HTS, E-sel inducer, esBAF inh, ERAP1 HTS inh, ERp5 block, XiGFP reactiv, RAD52 inh
> COCCNC(=O)C[C@H]1CC[C@H]2[C@H](COc3ccc(NC(C)=O)cc3C(=O)N2C)O1
→ -4, ., -0.1, -4, ., ., 0.0, .
> Cc1ccc(S(=O)(=O)Nc2ccc3c(c2)C(=O)N([C@@H](C)CO)C[C@@H](C)[C@@H](CN(C)C(=O)Nc2ccc(F)cc2)O3)cc1
→ -7, 3, 0.9, -3, 3, 0, -0.1, -8
> COc1cccc(NC(=O)CC(=O)c2ccc([N+](=O)[O-])cc2)c1
→ 2, -3, ., 8, 0, 2, 0.0, -16
> O=C1c2ccccc2S(=O)(=O)c2cc(N3CCC(C(=O)N4CCCCC4)CC3)ccc21
→ ., -5, ., ., -3, 1, 0.0, i
> COC(=O)C1CC2=C(CC(C)(C)CC2=O)N(c2ccccc2)C1=O (centres undefined)
→ -2, -8, 2.0, 0, ., 2, 0.2, -15
> CC(=O)N[C@@H]1C[C@@H]2O[C@@H](CO)CC[C@@H]2O[C@@H]1CCc1ccc(-c2ccc(F)cc2)cc1
→ ., -8, ., ., -1, 4, ., -2
> NCCCCCNC(=O)[C@@H]1C[C@@H]2C(=O)N[C@@H](Cc3ccccc3)C(=O)N2[C@@H]1c1cccc(OCCO)c1
→ ., 3, ., ., 4, 1, ., 19
> CCC(=O)N(C)C[C@@H]1Oc2cc(C#CCC(C)C)ccc2S(=O)(=O)N([C@@H](C)CO)C[C@@H]1C
→ -5, 21, 0.2, 3, -1, 1, -0.1, 4
> O=C1CC[C@@]23CCCN2C(=O)CCCC3C1 (some centres undefined)
→ 7, -2, ., -5, ., 0, 0.0, -8
> Cc1ccc(CNC(=O)C(=O)NCCC2CCCCN2S(=O)(=O)c2cccs2)cc1 (centres undefined)
→ -1, 5, -0.2, -5, 2, 0, 0.0, -4
> COCCN1CCN(Cc2cn(C)nc2-c2cccc(Cl)c2)CC1
→ -4, -10, 3.5, -19, -2, -1, -0.1, -5
> Cc1cc(NCCCCCCCNc2cc(C)nc3cc([N+](=O)[O-])ccc23)c2ccc([N+](=O)[O-])cc2n1
→ ., -1, ., ., -3, 6, 1.2, 77*
> C[C@@H]1CN([C@H](C)CO)C(=O)Cc2cc(NC(=O)Nc3ccc(F)cc3)ccc2O[C@H]1CN(C)C
→ 3, -6, ., 2, -3, 0, -0.7, -1
> Cc1cccc(-c2ccc3ncnc(NCc4cccnc4)c3c2)c1
→ 15, -2, ., 2, -5, 2, 0.0, -28
> CC=Cc1ccc2n(c1=O)C[C@H]1[C@H](CO)[C@@H](C(=O)NC3CCCC3)N(CCC)[C@@H]21 (mixture of isomers)
→ ., 4, -0.3, ., 0, -2, 0.0, 92*
> C=CCOc1ccccc1CN1CCC(CO)(CCOc2ccccc2)CC1
→ 5, -27, -0.1, -15, 4, -1, 0.0, 2
> CCOC(=O)CC1CCCCN1C(=O)CCCn1nnnc1CN1CCC(C)CC1 (centres undefined)
→ -12, -22, ., ., 3, 4, -0.1, -9
> CCC(=O)Nc1ccc2c(c1)C(=O)N(C)C[C@@H](OC)[C@@H](C)CN(Cc1ccccc1C(=O)O)[C@H](C)CO2
→ 10, 3, 0.0, -7, -5, 2, 0.0, -3
> CC(C)(C)OCC1CO1 (centres undefined)
→ -6, 0, ., 4, 8, 1, ., -5
> COc1cccc(C(CC2=CCCCC2)NC(=O)C(F)(F)F)c1 (centres undefined)
→ ., 3, -0.1, ., 0, 1, 0.1, 12
> O=C(NCCCn1ccnc1)C(=O)NCC1OCCN1S(=O)(=O)c1ccc(Cl)cc1 (centres undefined)
→ 0, 0, -1.5, 0, 3, 1, 0.1, 8
> C[C@@H]1CC=C[C@H]2[C@H]1C(=O)N(Cc1ccccc1)[C@H]2c1ccc2ccccc2c1Br
→ -4, -1, -0.1, -38, -1, 3, 0.0, -17
> COCc1cc(C)nc(NC2CC(C)(C)NC(C)(C)C2)c1C#N
→ 1, -1, ., -2, 2, 4, 0.1, -5
> O=C(N[C@H](C(=O)N1CCC[C@H]1C(=O)NCCc1ccccc1Cl)C1CCCCC1)c1ccccc1
→ ., 1, 0.0, ., 3, 2, 0.3, 2
> COc1cccc(C2C([N+](=O)[O-])=C(N)Oc3cc(C)oc(=O)c32)c1 (centres undefined)
→ -5, -17, ., ., 1, -4, 0.1, -18
> O=C1NC(Cc2ccccc2)c2nc3ccccc3c(=O)n2-c2ccc(Cl)cc21 (centres undefined)
→ ., 5, -0.5, ., 0, 3, 0.2, 6
> c1ccc(CN2CCC(CNc3ncnc4ccccc34)C2)cc1 (centres undefined)
→ -11, -2, 0.1, -1, -2, -8, 0.2, -6
> CCOc1ccc(NC(=O)COc2ccc(C(=O)NCCc3ccccc3)cc2)cc1
→ -15, 10, ., ., -3, 0, -0.1, -2
> N#Cc1cccnc1Nc1cccc(Cl)c1
→ -6, 5, ., 8, 4, 2, 0.0, -19
> C[C@H](CO)N1C[C@H](C)[C@@H](CN(C)S(=O)(=O)c2cccs2)OCCCC[C@H](C)Oc2ccc(NC(=O)Nc3ccccc3)cc2C1=O
→ -9, -47, ., -5, 1, -3, 0.7, 7

Sorted by value in esBAF inh (falling): 3 of the compounds above.
Structure,esBAF inh
COc1cccc(NC(=O)CC(=O)c2ccc([N+](=O)[O-])cc2)c1,8
C[C@H](CO)N1C[C@H](C)[C@@H](CN(C)S(=O)(=O)c2cccs2)OCCCC[C@H](C)Oc2ccc(NC(=O)Nc3ccccc3)cc2C1=O,-5
C[C@@H]1CC=C[C@H]2[C@H]1C(=O)N(Cc1ccccc1)[C@H]2c1ccc2ccccc2c1Br,-38

Continuation:
Short keys: A = RAD54 inh; B = S100A4 inh HTS; C = E-sel inducer; D = esBAF inh; E = ERAP1 HTS inh; F = ERp5 block; G = XiGFP reactiv; H = RAD52 inh
Molecule: FC(F)(F)c1cc(-c2ccc(Cl)cc2)nc(NCc2cccnc2)n1
  A = -8 | B = -6 | C = . | D = -2 | E = 2 | F = 1 | G = . | H = -7

Molecule: Cc1ccc(S(=O)(=O)Nc2cccc3c2O[C@H](CN(C)C)[C@H](C)CN([C@H](C)CO)C3=O)cc1
  A = 3 | B = 0 | C = -0.2 | D = -8 | E = 5 | F = 2 | G = 0.0 | H = -4

Molecule: CCOc1ccccc1NC(=O)C(c1ccccc1)N1CCN(C(=O)c2ccco2)CC1 (centres undefined)
  A = -12 | B = -1 | C = . | D = -1 | E = 0 | F = 1 | G = 0.6 | H = -33

Molecule: C[C@H]1CN([C@@H](C)CO)S(=O)(=O)c2ccc(C#Cc3ccncc3)cc2O[C@@H]1CN(C)C
  A = 4 | B = 2 | C = -0.1 | D = 6 | E = 2 | F = 3 | G = -1.0 | H = 1

Molecule: Cc1ccc(OCC(=O)NCc2cccnc2)cc1
  A = . | B = 6 | C = 1.3 | D = . | E = -3 | F = -1 | G = -0.2 | H = -4

Molecule: CSc1ccc(CN2C(=O)NC3(CCCCCCC3)C2=O)cc1
  A = . | B = -1 | C = . | D = . | E = 0 | F = 5 | G = ? | H = -12

Molecule: C[C@@H]1CN([C@H](C)CO)C(=O)c2cccc(NC(=O)c3ccc(-c4nccs4)cc3)c2O[C@H]1CN(C)C(=O)Nc1ccc(C(F)(F)F)cc1
  A = -9 | B = 7 | C = -0.1 | D = 1 | E = -1 | F = -7 | G = 0.2 | H = 6

Molecule: COc1ccc(Br)cc1/C=N/NC(=O)CNC(=O)C1COc2ccccc2O1 (centres undefined)
  A = -7 | B = 21 | C = . | D = -6 | E = -4 | F = 4 | G = -0.1 | H = -19

Molecule: COCC(=O)N1C[C@H](C)[C@@H](OC)CN(C)C(=O)c2ccc(NC(=O)c3cc(C)on3)cc2OC[C@@H]1C
  A = . | B = 9 | C = 0.1 | D = . | E = 1 | F = -3 | G = 0.1 | H = 1

Molecule: COc1ccc(NC(=O)N(C)C[C@@H]2Oc3c(NS(=O)(=O)c4ccc(F)cc4)cccc3C(=O)N([C@@H](C)CO)C[C@H]2C)cc1
  A = -5 | B = . | C = 0.1 | D = 1 | E = . | F = . | G = 0.0 | H = .

Molecule: Cc1cccc(C(=O)NCCNC(=O)c2ccco2)c1
  A = -12 | B = 4 | C = 0.3 | D = -1 | E = 2 | F = -1 | G = 0.3 | H = -8

Molecule: CC(C)C(=O)Nc1ccc2c(c1)C(=O)N(C)[C@@H]1CC[C@@H](CC(=O)NCC3CC3)O[C@@H]1CO2
  A = 9 | B = -9 | C = -0.1 | D = -2 | E = -1 | F = -8 | G = 0.3 | H = 1

Molecule: C[C@@H]1CCCCO[C@@H](CN(C)C(=O)CCC(F)(F)F)[C@@H](C)CN([C@@H](C)CO)C(=O)c2cc(NS(=O)(=O)c3ccc(F)cc3)ccc2O1
  A = 1 | B = -14 | C = . | D = -1 | E = -4 | F = 5 | G = 0.1 | H = 1

Molecule: Cc1noc(C)c1NC(=O)Nc1ccc2c(c1)C(=O)N([C@H](C)CO)C[C@@H](C)[C@@H](CN(C)Cc1ccncc1)OCCCC[C@H](C)O2
  A = -6 | B = 13 | C = -0.2 | D = -2 | E = 0 | F = 5 | G = 0.2 | H = 13

Molecule: O=C(Nc1ccc(F)cc1)N1C[C@H]2[C@@H](c3ccccc31)[C@@H](CO)N2C(=O)c1ccccn1
  A = 4 | B = 7 | C = 0.1 | D = 12 | E = 0 | F = 1 | G = 0.0 | H = -4

4 entries from above, reformatted.
C=CCOc1ccccc1CN1CCC(CO)(CCOc2ccccc2)CC1
- RAD54 inh: 5
- S100A4 inh HTS: -27
- E-sel inducer: -0.1
- esBAF inh: -15
- ERAP1 HTS inh: 4
- ERp5 block: -1
- XiGFP reactiv: 0.0
- RAD52 inh: 2

CCOC(=O)CC1CCCCN1C(=O)CCCn1nnnc1CN1CCC(C)CC1 (centres undefined)
- RAD54 inh: -12
- S100A4 inh HTS: -22
- E-sel inducer: .
- esBAF inh: .
- ERAP1 HTS inh: 3
- ERp5 block: 4
- XiGFP reactiv: -0.1
- RAD52 inh: -9

CCC(=O)Nc1ccc2c(c1)C(=O)N(C)C[C@@H](OC)[C@@H](C)CN(Cc1ccccc1C(=O)O)[C@H](C)CO2
- RAD54 inh: 10
- S100A4 inh HTS: 3
- E-sel inducer: 0.0
- esBAF inh: -7
- ERAP1 HTS inh: -5
- ERp5 block: 2
- XiGFP reactiv: 0.0
- RAD52 inh: -3

CC(C)(C)OCC1CO1 (centres undefined)
- RAD54 inh: -6
- S100A4 inh HTS: 0
- E-sel inducer: .
- esBAF inh: 4
- ERAP1 HTS inh: 8
- ERp5 block: 1
- XiGFP reactiv: .
- RAD52 inh: -5
